Source: PubChem (National Center for Advancing Translational Sciences (NCATS))
EPAC2 agonist: activates human EPAC2 exchange factor; Q8WZA2; EPAC2 activation, biochemical qHTS; response scale: 100% = 6.5 mM cAMP response; Potency, µM (highest dose often 154 µM), for inactives: at the top dose activation, actives largely listed as activators; hit rate 0.079% among 360,000; AID 720711; note: potency is the fitted concentration of half-maximal effect; nearly all actives have a fitted effect of over 50% in size
Target sequence (Q8WZA2 whole entry, looked up): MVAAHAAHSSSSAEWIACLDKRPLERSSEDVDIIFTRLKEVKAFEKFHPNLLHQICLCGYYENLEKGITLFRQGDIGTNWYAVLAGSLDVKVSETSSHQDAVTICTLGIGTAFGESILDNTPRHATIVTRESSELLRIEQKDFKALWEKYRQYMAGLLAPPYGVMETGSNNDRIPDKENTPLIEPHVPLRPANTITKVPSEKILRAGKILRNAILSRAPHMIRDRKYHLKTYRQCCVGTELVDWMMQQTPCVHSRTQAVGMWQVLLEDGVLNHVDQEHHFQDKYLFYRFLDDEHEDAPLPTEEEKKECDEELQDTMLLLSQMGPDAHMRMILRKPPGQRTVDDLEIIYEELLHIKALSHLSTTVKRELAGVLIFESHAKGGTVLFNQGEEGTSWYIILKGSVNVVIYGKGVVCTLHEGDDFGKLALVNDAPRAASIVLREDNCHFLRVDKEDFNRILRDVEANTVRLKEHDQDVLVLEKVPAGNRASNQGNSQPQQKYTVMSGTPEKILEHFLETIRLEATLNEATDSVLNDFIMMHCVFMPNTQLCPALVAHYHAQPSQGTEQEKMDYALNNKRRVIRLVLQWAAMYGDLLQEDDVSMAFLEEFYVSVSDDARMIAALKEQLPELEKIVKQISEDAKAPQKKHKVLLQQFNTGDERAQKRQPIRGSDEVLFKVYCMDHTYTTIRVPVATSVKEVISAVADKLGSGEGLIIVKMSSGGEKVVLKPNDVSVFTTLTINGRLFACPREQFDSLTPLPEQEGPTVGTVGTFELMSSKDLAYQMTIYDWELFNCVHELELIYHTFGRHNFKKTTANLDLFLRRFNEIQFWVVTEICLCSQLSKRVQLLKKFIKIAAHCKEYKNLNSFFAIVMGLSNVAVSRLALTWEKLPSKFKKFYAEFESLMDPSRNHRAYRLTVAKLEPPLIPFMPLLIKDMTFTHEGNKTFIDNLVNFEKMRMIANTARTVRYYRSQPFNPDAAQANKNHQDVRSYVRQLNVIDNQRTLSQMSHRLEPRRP
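Exchange assay: 100 nM EPAC2 with 250 nM Rap1B-BODIPY-GDP and 50 uM GDP. Fluorescence (ex 480/em 540 nm) read every 5 min for 30 min at room temperature. Data normalized to 6.5 mM cAMP as agonist control.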
A549 viability: counter-screen for Nrf2 inhibitors: cytotoxicity in A549 cells | hit rate 0.16% among 390,000 | A549 ARE-Fluc cells, CellTiter-Fluor viability, 18-24 h | Potency, µM (titrated, usually from 46 µM), for the others: top-dose activity change, negative = cytotoxicity, actives largely listed as inhibitors | AID 504648; note: potency is the fitted concentration of half-maximal effect; % is set by controls: 0 for no effect and ±100 for the full control effect
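A549 ARE-Fluc cells in 5% FBS OPTI-MEM, 5000 cells/well, rested 2 h then exposed to compounds in concentration-response for 18-24 h at 37 °C. Viability by CellTiter-Fluor fluorescence (Ex 405/Em 525) after 30 min; luciferase luminescence (BugLite, 15 min, RT) read afterwards.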
TGFb SMAD3 inh: inhibitors of TGF-b signaling. HepG2 CAGA-GFP TGF-b/SMAD3 reporter, GFP fluorescence, 18 h; TGF-beta stimulated, 500 pg/mL final. Potency, µM (doses to about 46.1 µM), for inactives: top-dose activity, negative = inhibition, most hits filed as inhibitors. hit rate 1.2% among 410,000; note: potency is the fitted concentration of half-maximal effect; % is set by controls: 0 for no effect and ±100 for the full control effect; nearly all actives have a fitted effect of over 65% in size
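HEPG2 CAGA-GFP, 1000 cells/well; 2 h settle, 37 C; cpd via pin tool; TGF-b 500 pg/mL final; 18 h, 37 C; GFP imaging ex488/em500-530; %Activity normalised to -TGF-b and +DMSO controls; CRC fit, curve class.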
CCT chaperon mod: cytosolic chaperonin activity modulation | purified chaperonin ATPase assay, HTRF ADP detection, 30 min | activity change, % (test concentration not listed), hits read low | hit rate 0.3% among 360,000; in the data active = activity change below about -30%; note: % is set by controls: 0 for no effect and ±100 for the full control effect
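TRiC at 40 or 20 nM final (batch-dependent) in 30 mM Tris pH 7.4, 100 mM KCl, 5 mM MgCl2, 1 mM DTT, with compound at single 76 uM and 10 uM ATP, 30 min at 37 deg C. ADP detected by HTRF Transcreener, 665/615 ratio.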
EPAC2 antag: EPAC2 (human) antagonism; EPAC2 GEF exchange of Rap1B-BODIPY-GDP, fluorescence; Potency, µM (doses to about 114 µM), inactives show at the highest dose activity, negative = inhibition, usual class: inhibitors; AID 720708; hit rate 0.18% among 360,000; Q8WZA2; note: potency is the fitted concentration of half-maximal effect; % is set by controls: 0 for no effect and ±100 for the full control effect; nearly all actives have a fitted effect of over 45% in size; many of its hits are not listed in these tables
pAkt inh: Akt phosphorylation inhibition | activity change, % for hits at 50 µM | Neuro2A IGF-stimulated pAkt S473 HTRF, 20 min; active compounds read low | AID 651550 | hit rate 0.32% among 360,000; in the data active = activity change below about -80%; inconclusive = mostly about -51% to -80%; note: % is set by controls: 0 for no effect and ±100 for the full control effect
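Neuro2A cells (4,500/well, DMEM with 0.5% FBS) were treated with compound at a single 50 µM final concentration, stimulated with 6 nM IGF for 20 min at 37 °C, and lysed. Phospho-Akt Ser473 was read by HTRF as 665/615 ratio ×10^4.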
Mm-Cpn inhibitor: inhibitors of Methanococcus maripaludis chaperonin (MmCpn); purified Mm-Cpn ATPase, ADP Transcreener TR-FRET; Potency, µM (highest dose often 76.9 µM), without a hit: top-dose activity, negative = inhibition, usual class: inhibitors; hit rate 0.031% among 330,000; AID 504842; note: potency is the fitted concentration of half-maximal effect; % is set by controls: 0 for no effect and ±100 for the full control effect; nearly all actives have a fitted effect of over 80% in size
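Compound-treated chaperonin, 25 nM final, turns over 10 uM ATP at 37°C for 30 min following a 10 min preincubation; ADP generated competes with ADP-d2 for Eu-cryptate antibody, lowering FRET.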
Nrf2 ARE act: activates Nrf2 signaling | AID 624171 | hit rate 0.31% among 410,000 | AREc32 ARE-luciferase reporter (MCF7-derived line), luminescence, 24 h | Potency, µM (highest dose often 46.1 µM), without a hit: top-dose activation, actives largely listed as activators; note: potency is the fitted concentration of half-maximal effect; % of control where 0% means no effect; nearly all actives have a fitted effect of over 65% in size
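Steps: seed AREc32_Fluc cells (1000/well, 5% FBS OPTI-MEM); incubate overnight at 37 deg C; add 23 nL compound; incubate 24 hr; add Steady-Glo; hold 30 min RT; read luminescence.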
Nrf2 block: inhibitors of Nrf2 signaling | hit rate 2.1% among 360,000 | AID 504444 | Potency, µM (highest dose often 46 µM), inactives show at the highest dose activity change, negative = inhibition, most hits filed as inhibitors | A549 ARE-Fluc reporter, luciferase luminescence, 18-24 h; note: potency is the fitted concentration of half-maximal effect; % is set by controls: 0 for no effect and ±100 for the full control effect; nearly all actives have a fitted effect of over 60% in size
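Reporter: ARE-Fluc in A549. Exposure: 18-24 h, 37 °C, 5% CO2, 5% FBS OPTI-MEM. Readouts: fluorescent cytotoxicity (CellTiter-Fluor), then luminescent Nrf2 signal after BugLite.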
Starred values were filed as active, the others as inactive; i = inactive; ? = inconclusive; nt = not tested or not shown; & = joins results of further samples; [ ] = another dose, or the depositor's remark. Unless noted, calls come from the whole dose curve; as a rule, active = well fitted curve in the direction sought with a large enough effect; inconclusive = small, poorly fitted or top-dose-only effect, or another doubt; inactive = no such curve, though single readings can be large; an effect the other way counts as inactive or inconclusive.

SMILES	EPAC2 agonist	A549 viability	TGFb SMAD3 inh	CCT chaperon mod	EPAC2 antag	pAkt inh	Mm-Cpn inhibitor	Nrf2 ARE act	Nrf2 block
O=C(O)c1cccc([N+](=O)[O-])c1C(=O)Nc1nc2ccccc2s1	5%	10%	3%	-4.4	7%	i	0%	0.0%	11%
CCCC(=O)Nc1ccc2oc(-c3cccnc3)nc2c1	12%	1%	1%	-1.2	24%	i	-3%	3.6%	5%
CCOC(=O)CC(NC(=O)c1cc2cc(OC)ccc2oc1=O)c1ccc(OC)cc1 (stereo not drawn)	nt	-2%	-3%	nt	nt	nt	nt	-0.6%	10%
CCC1CCCCN1CCCNC(=O)c1ccc2c(c1)c(C)c(C)n2C (stereo not drawn)	-1%	10%	15%	-1.9	-9%	i	1%	-1.2%	-1%
COc1ccc(OC)c(C(c2nnnn2Cc2ccccc2)N2CCN(C)CC2)c1 (stereo not drawn)	-8%	0%	0%	-1.5	10%	i	-4%	0.3%	nt
COc1ccc(OC)c(NC(=O)C2(C)CCN2Cc2ccc(SC)cc2)c1 (stereo not drawn)	12%	nt	-1%	-0.7	-25%	i	nt	0.5%	nt
CCOC(=O)c1scc(-c2ccccc2)c1S(=O)(=O)Nc1ccccc1F	nt	-10%	?	nt	nt	nt	nt	7.5%	?
Cc1ccc(NC(=O)CNC(=O)c2ccc3c(c2)OCO3)nc1	2%	-5%	-7%	0.5	2%	i	3%	0.9%	1%
CCOC(=O)c1c(NC(=O)COC(=O)Cn2cnc3c2c(=O)n(C)c(=O)n3C)sc(C)c1CC	-9%	?	-7%	1.0	-27%	i	-1%	4.2%	6%
Cc1cccc(NC(=S)N2CCC(N(C)CC3CCCO3)CC2)c1 (stereo not drawn)	5%	-1%	-12%	-0.1	5%	i	0%	-0.3%	3%
O=S(=O)(Nc1ccncc1)c1cc(Cl)c(Cl)cc1Cl	3%	-3%	13%	0.0	-23%	i	?	-1.4%	-47%
COc1ccc(CNC(=O)c2cc(-c3ccc(OC)c(OC)c3)on2)cc1	1%	-2%	26%	-0.4	10%	i	-1%	-0.5%	nt
COc1ccccc1NC(=O)Cc1noc(CSc2n[nH]c(N)n2)n1	-2%	-2%	0%	-4.7	5%	i	1%	0.4%	-12%
Fc1ccc(N2CCN(c3cnc4ccccc4n3)CC2)cc1	4%	0%	-17%	0.4	-16%	i	1%	5.2%	?
O=C(CCC(=O)N1CCOc2ccccc21)NCCCN1CCCCC1	12%	0%	-12%	1.3	-2%	i	1%	0.5%	5%
Cn1c(=O)c2c(SCC(=O)NCc3ccco3)nc(CC(C)(C)C)nc2n(C)c1=O	-11%	-22%	-1%	-1.6	-27%	i	1%	-0.7%	-17%
CCN(CC)S(=O)(=O)c1cccc(-c2cn3cccnc3n2)c1	0%	0%	-5%	-3.1	-4%	i	-6%	0.6%	3%
COc1cccc(-c2ccnc3[nH]n(-c4ccccc4)c(=O)c23)c1	2%	-1%&-8%	17%&0%	-9.8	7%	i	1%	0.4%&-1.0%	-7%&-5%
COc1ccc(/C=C/C(=O)OCC(=O)NC2CCCC(C)C2C)cc1S(=O)(=O)N1CCOCC1 (stereo not drawn)	-5%	10%	-9%	-0.2	0%	i	0%	0.3%	9%
O=C(/C=C/c1cccc([N+](=O)[O-])c1)OCC(=O)N1CCCCC1	0%	nt	5%	0.0	-11%	i	nt	17%	nt
COc1ccc(OC)c(/C=N\Nc2nccs2)c1	7%	-8%	-13%	-0.4	-4%	i	nt	20%	10%
N/C(=N\c1nc2ccccc2o1)NC(=O)c1ccccc1Br	0%	7%	21%	0.4	11%	i	1%	10%	?
Cc1cc(-c2ccccc2)c(C#N)c(N)n1	8%	-3%	-1%	1.7	16%	i	nt	-0.2%	nt
O=C(NCCCN1CCCC1=O)c1ccccc1NS(=O)(=O)c1ccc(Br)cc1	6%	1%	17%	0.5	-1%	i	1%	0.2%	7%
Cc1ccc(Nc2nc(CSc3nnc(-c4cccs4)o3)cs2)cc1	28%	-2%	?	-4.4	-4%	i	-7%	2.8%	nt
CCc1ccc(OC(=O)CN2C(=O)c3ccccc3C2=O)cc1	3%	1%	12%	0.8	-4%	i	-6%	0.3%	4%
COC(=O)\C(C(C)=O)=C(/C=C/C=C/N(C)C)N(C)C	-4%	?	-16%	-1.0	-2%	i	1%	0.2%	-1%
Cc1ccc2c(CC(=O)NCc3ccco3)coc2c1C	2%	-14%	0%	-1.1	-7%	i	0%	10.0%	nt
Cc1c(Cl)cccc1NC(=O)CNc1ccccc1F	12%	?	0%	-2.4	-8%	i	0%	-0.4%[9.22 µM]	12%
COc1cccc(-c2nn3c(-c4cccc(C)c4)nnc3s2)c1	0%	0%	-5%	-0.6	?	i	-2%	0.2%	nt

Whole records, quoted from the list. Order of values: EPAC2 agonist, A549 viability, TGFb SMAD3 inh, CCT chaperon mod, EPAC2 antag, pAkt inh, Mm-Cpn inhibitor, Nrf2 ARE act, Nrf2 block
Shown for COc1cccc(-c2nn3c(-c4cccc(C)c4)nnc3s2)c1 → 0%, 0%, -5%, -0.6, ?, i, -2%, 0.2%, nt
Shown for O=C(/C=C/c1cccc([N+](=O)[O-])c1)OCC(=O)N1CCCCC1 → 0%, nt, 5%, 0.0, -11%, i, nt, 17%, nt
Shown for CCN(CC)S(=O)(=O)c1cccc(-c2cn3cccnc3n2)c1 → 0%, 0%, -5%, -3.1, -4%, i, -6%, 0.6%, 3%
Shown for O=C(NCCCN1CCCC1=O)c1ccccc1NS(=O)(=O)c1ccc(Br)cc1 → 6%, 1%, 17%, 0.5, -1%, i, 1%, 0.2%, 7%
Shown for COc1ccc(OC)c(/C=N\Nc2nccs2)c1 → 7%, -8%, -13%, -0.4, -4%, i, nt, 20%, 10%

Next part
SMILES	EPAC2 agonist	A549 viability	TGFb SMAD3 inh	CCT chaperon mod	EPAC2 antag	pAkt inh	Mm-Cpn inhibitor	Nrf2 ARE act	Nrf2 block
Cc1cccc(C(=O)Nc2c(-c3ccccc3)nc3cc(C)ccn23)c1	nt	-20%	-9%	nt	nt	nt	nt	0.4%	-12%[9.27 µM]
CC(C)=CCN1CCN(Cc2ccc(Oc3ncccn3)cc2)CC1CCO (stereo not drawn)	5%	-6%	-6%	1.2	0%	i	-1%	-0.7%	-8%
CCOc1ccccc1C(=O)N1c2ccccc2Sc2ccccc21	?	?	?	-2.2	-27%	i	1%	1.8%	nt
CC1Cc2ccccc2N1S(=O)(=O)c1cccc2nsnc12 (stereo not drawn)	3%	-13%	1%	1.6	-4%	i	2%	-0.6%	?
COc1cc(-c2nnc(-c3cc(OC)c(OC)c(OC)c3)o2)cc(OC)c1OC	0%	14%	10%	-1.8	-3%	i	-1%	-0.5%	nt
NC(=O)C1(N2CCCCC2)CCN(Cc2nc3ccccc3c(=O)[nH]2)CC1	8%	0%	5%	-0.5	2%	i	0%	-0.6%	15%
COc1ccc(OC)c(-c2cn(S(=O)(=O)c3ccccc3)nc2N)c1	10%	19%	-14%	0.4	-3%	i	0%	1.3%	nt
Cc1ccc(NC(=O)c2c(C)oc3ccc(O)c(CN4CCCCC4)c23)cc1	nt	0%	-13%	nt	nt	nt	nt	4.9%	14%
CCOC(=O)c1[nH]c2ccc(OCC)cc2c1CCCN1C(=O)c2ccccc2C1=O	-3%	13%	-8%	-1.6	-8%	i	2%	-0.5%	?
COc1cc2c(-c3ccccc3Cl)nc3c(c(C)nn3-c3ccccc3)c2cc1OC	nt	-2%	?	nt	nt	nt	nt	-0.6%	-6%
CN1CCN(C(=O)CNC(=O)c2cccs2)CC1	7%	11%	15%	-2.6	10%	i	2%	-0.7%	?
CC(=O)c1ccc(OCCCC(=O)n2nnc3ccccc32)cc1	1%	-11%	2%	-1.2	4%	i	3%	-0.7%	-13%
CCn1nc(C(=O)N2CCN(Cc3nc4ccccc4s3)CC2)c2ccccc2c1=O	7%	-20%	-12%	-0.8	-9%	i	0%	-0.3%	?
COc1ccc(Cl)cc1NC(=O)CSc1nc(=O)[nH]c2c1CCC2	nt	-2%	21%	nt	nt	nt	nt	6.5%	?

Of the compounds above, three contain two or more sulfur atoms:
SMILES	EPAC2 agonist	A549 viability	TGFb SMAD3 inh	CCT chaperon mod	EPAC2 antag	pAkt inh	Mm-Cpn inhibitor	Nrf2 ARE act	Nrf2 block
CCOC(=O)c1scc(-c2ccccc2)c1S(=O)(=O)Nc1ccccc1F	nt	-10%	?	nt	nt	nt	nt	7.5%	?
Cc1ccc(Nc2nc(CSc3nnc(-c4cccs4)o3)cs2)cc1	28%	-2%	?	-4.4	-4%	i	-7%	2.8%	nt
CC1Cc2ccccc2N1S(=O)(=O)c1cccc2nsnc12 (stereo not drawn)	3%	-13%	1%	1.6	-4%	i	2%	-0.6%	?

This is a subset (hit frequency here may not be typical).
